IDE act: activators of human insulin-degrading enzyme in cells | P14735 | HEK cells, FAbeta-B cleavage, fluorescence polarization; 0% vehicle, 100% cell-free pure enzyme wells | activation, % at 5.96 µM | hit rate 0.073% among 340,000 | AID 493087;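 active = activation above the mean of all tested compounds plus 3 SD, set per screening campaign, cut at about 17% in these data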
Target sequence (P14735 whole entry, looked up): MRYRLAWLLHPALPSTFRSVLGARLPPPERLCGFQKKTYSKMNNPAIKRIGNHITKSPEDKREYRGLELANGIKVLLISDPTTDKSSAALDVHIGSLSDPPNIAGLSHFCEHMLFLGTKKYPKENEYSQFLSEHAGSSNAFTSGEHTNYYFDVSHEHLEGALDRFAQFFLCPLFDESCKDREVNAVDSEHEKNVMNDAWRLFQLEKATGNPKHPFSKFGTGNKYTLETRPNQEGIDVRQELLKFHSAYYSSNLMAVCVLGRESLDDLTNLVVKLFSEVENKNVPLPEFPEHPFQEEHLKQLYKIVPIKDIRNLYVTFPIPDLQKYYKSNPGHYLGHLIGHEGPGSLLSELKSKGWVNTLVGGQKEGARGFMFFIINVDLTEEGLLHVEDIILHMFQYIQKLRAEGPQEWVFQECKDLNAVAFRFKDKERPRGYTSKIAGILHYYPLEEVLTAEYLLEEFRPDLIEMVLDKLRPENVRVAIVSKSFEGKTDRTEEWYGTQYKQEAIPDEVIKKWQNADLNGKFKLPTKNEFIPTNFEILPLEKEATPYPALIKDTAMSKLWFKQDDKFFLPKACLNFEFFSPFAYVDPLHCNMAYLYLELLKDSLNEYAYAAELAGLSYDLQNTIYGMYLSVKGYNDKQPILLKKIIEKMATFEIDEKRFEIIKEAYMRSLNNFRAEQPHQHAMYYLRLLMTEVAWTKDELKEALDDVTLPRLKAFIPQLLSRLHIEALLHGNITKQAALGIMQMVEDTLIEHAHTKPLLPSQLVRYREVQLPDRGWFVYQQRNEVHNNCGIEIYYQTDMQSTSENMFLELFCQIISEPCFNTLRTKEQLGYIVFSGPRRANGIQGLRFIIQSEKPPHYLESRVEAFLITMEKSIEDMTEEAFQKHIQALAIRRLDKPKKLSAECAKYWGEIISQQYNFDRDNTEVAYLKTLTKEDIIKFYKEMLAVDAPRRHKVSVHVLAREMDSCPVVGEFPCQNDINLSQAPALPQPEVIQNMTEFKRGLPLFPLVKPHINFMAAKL
Numbers without * were called inactive. These rows are one share of the data (hit frequency here may not be typical).

The first 4 compounds (preview)
SMILES | IDE act
COc1ccccc1NS(=O)(=O)c1cc(C(=O)NC2CC(C)(C)NC(C)(C)C2)ccc1Cl | 2.9
CN(C(=O)c1cccc(NC(=O)Cc2cccc(NC(=O)C3CCCN(C(=O)C4CCCC4)C3)c2)c1)C1CC1 (stereo unspecified) | 4.5
NC(=O)c1ccsc1NC(=O)COC(=O)[C@@H]1CCCN1C(=O)c1cccs1 | 4.8
O=C(Nc1ccccc1N1CCCC1)c1cc(=O)[nH]c2ccccc12 | 4.0

All compounds of this part, previewed entries included:
SMILES | IDE act
COc1ccccc1NS(=O)(=O)c1cc(C(=O)NC2CC(C)(C)NC(C)(C)C2)ccc1Cl | 2.9
CN(C(=O)c1cccc(NC(=O)Cc2cccc(NC(=O)C3CCCN(C(=O)C4CCCC4)C3)c2)c1)C1CC1 (stereo unspecified) | 4.5
NC(=O)c1ccsc1NC(=O)COC(=O)[C@@H]1CCCN1C(=O)c1cccs1 | 4.8
O=C(Nc1ccccc1N1CCCC1)c1cc(=O)[nH]c2ccccc12 | 4.0
Cc1cccc(C)c1OCc1cn(CC(=O)c2ccc(O)cc2)nn1 | 2.0
CN(C(=O)c1cccc(NC(=O)Cc2ccc(NC(=O)C3CCCN(C(=O)CCc4ccccc4)C3)cc2)c1)C1CCCC1 (stereo unspecified) | 1.7
CCCCOc1ccc(N2C(=O)C(C)CNC2=S)cc1 (stereo unspecified) | 5.5
CN(CC(=O)Nc1ccc(F)cc1)CC(=O)N1CCc2ccccc21 | 1.3
COc1ccc(C(CNC(=O)c2cccc(S(=O)(=O)N3CCCc4ccccc43)c2)N(C)C)cc1 (stereo unspecified) | 5.9
COc1ccc(OC)c(C(=O)COC(=O)c2[nH]c(C)c(C(C)=O)c2C)c1 | 2.6
Cc1ccc(NC(=O)c2ncn(CC(=O)NCC(C)c3ccccc3)n2)cc1C (stereo unspecified) | 3.9
Cc1ccc(S(=O)(=O)NNC(=O)c2cc(C)c(C)cc2N)cc1 | 2.5
N#Cc1ccc(C(=O)N2CCC3CC2c2cc(-c4ccccc4)ccc23)cc1 (stereo unspecified) | 1.5
CSCc1c(C(=O)OCC(=O)c2ccc[nH]2)oc2ccccc12 | 5.5
Cc1ccc(S(=O)(=O)NCc2ccccc2)cc1C(=O)N(C)CC(=O)Nc1ccccc1Br | 0.5
N#Cc1ccccc1NC(=O)COC(=O)c1c[nH]c2ccccc12 | 3.1
O=C(OCc1ccccc1)N(CCCCN(CCCNCc1ccccc1)C(=O)OCc1ccccc1)CCCNCc1ccccc1 | 5.8
O=[N+]([O-])c1cccc(SSc2cccc([N+](=O)[O-])c2)c1 | -24.8
Nc1ncc(S(=O)(=O)c2ccc([N+](=O)[O-])cc2)s1 | -0.2
Nc1cc(SCc2ccc([N+](=O)[O-])cc2)ncn1 | 3.6

The closing five records of the part above lead into the next:
SMILES | IDE act
N#Cc1ccccc1NC(=O)COC(=O)c1c[nH]c2ccccc12 | 3.1
O=C(OCc1ccccc1)N(CCCCN(CCCNCc1ccccc1)C(=O)OCc1ccccc1)CCCNCc1ccccc1 | 5.8
O=[N+]([O-])c1cccc(SSc2cccc([N+](=O)[O-])c2)c1 | -24.8
Nc1ncc(S(=O)(=O)c2ccc([N+](=O)[O-])cc2)s1 | -0.2
Nc1cc(SCc2ccc([N+](=O)[O-])cc2)ncn1 | 3.6
N#CC(CCc1ccccc1[N+](=O)[O-])(CCc1ccccc1[N+](=O)[O-])C(N)=O | 1.4
CC1Cc2ccccc2N1S(=O)(=O)c1cccc(C(=O)N2CCCCC2)c1 (stereo unspecified) | -2.8
CCN(CC(=O)NCc1ccc(F)cc1)C(=O)C1CCN(S(=O)(=O)c2ccc(C(C)C)cc2)CC1 | 6.1
COc1ccc(CN(C)C(=O)c2cccc(NC(=O)CC3SC(N4CCCCC4)=NC3=O)c2)c(OC)c1 (stereo unspecified) | 2.4
Cc1ccc(S(=O)(=O)N2CCN(C(=O)COC(=O)CNC(=O)c3ccc(Cl)cc3Cl)CC2)c(C)c1 | 5.6
Cc1nn(C2CCS(=O)(=O)C2)c2nc(C3CC3)cc(C(=O)Nc3cccc(C#N)c3)c12 (stereo unspecified) | 0.0
COc1ccc(-c2sc3cc(OC)ccc3c2-c2ccc(OCCN3CCOCC3)cc2)cc1 | -1.1
COc1ccccc1-n1c(SCC(=O)N(C)C)nnc1-c1ccco1 | 0.7
COc1ccc(OC)c(CN2CCN(C(=O)c3cccc(S(=O)(=O)Nc4ccc(F)cc4)c3)CC2)c1 | 7.6
NC(=S)N=Nc1c(O)cc(O)c2[nH]c(=O)ccc12 | 2.1
COc1ccc(C(=O)N[C@H](C(=O)OCn2nnc3ccccc3c2=O)C(C)C)cc1 | -2.1
Cc1c(C(=O)OCC(=O)NC2CC2)oc2ccc(Br)cc12 | 2.5
O=C(Nc1ccccc1)OCCCCOC(=O)Nc1ccccc1 | 0.8
CC(C)C[C@@H](CN)NC(=O)c1nc[nH]c1C(=O)N[C@@H](C)C(=O)CNC[C@H](C)NC(=O)c1nc[nH]c1C(=O)N[C@@H](CC(C)C)C(=O)O | 0.8
Cc1ccc(C(=O)NC(Cc2ccccc2C(F)(F)F)C(=O)O)cc1 (stereo unspecified) | 3.7
COC(=O)C(Cc1c[nH]c2ccccc12)NC(=O)c1ccc2nc[nH]c2c1 (stereo unspecified) | 6.2
N#CC1C(=O)c2ccccc2C1c1ccccc1 (stereo unspecified) | -10.9
O=C(OC1CCCC1)c1ccc(Cl)cc1Cl | 5.2
COc1ccc(C2CC(c3cccc(C(F)(F)F)c3)=NN2c2ccc(S(N)(=O)=O)cc2)cc1 (stereo unspecified) | 3.8
CN(C)CCNC(=O)c1cccc2[nH]c(-c3ccncc3)nc12 | 0.9
O=C(NCCc1ccccc1)c1ccc(NC(=O)C2CC2)cc1 | 3.0
O=C(Nc1ccccc1)Oc1cccc2cccnc12 | 5.8
Cn1ccc2cc(OCc3ccccc3)ccc21 | 3.7
CCN(CC(=O)Nc1ccc(NC(C)=O)cc1)C(=O)c1ccc(N2C(=O)c3ccccc3C2=O)cc1 | 0.4
CC(C)CC1CCCC12NC(=O)NC2=O (stereo unspecified) | -3.4
COC(=O)[C@@]1(Cc2ccccc2)[C@H]2C(=O)N(Cc3ccccc3)C(=O)[C@H]2[C@H]2CN=C(SCc3ccc(C#N)cc3)N21 | -1.9
S=C(Cc1ccccc1)Nc1ccccc1 | 4.5
CC1(C2CC2)NC(=O)N(CC(=O)Nc2ccccc2F)C1=O (stereo unspecified) | 1.6
COc1cc(OC)c(NC(=O)c2cc3ccccc3cc2O)cc1Cl | 2.3
CC1CC2CCCC(O)=C2C(=O)O1 (stereo unspecified) | 10.5
COc1cc(C)c(C2NC(=O)c3ccccc3N2)cc1C (stereo unspecified) | -0.1
N#CC(c1ccc(O)cc1)N1CCN(C(C#N)c2ccc(O)cc2)CC1 (stereo unspecified) | -0.2
COc1ccc(CNC(=O)CSC(=S)N2CCCC2)cc1 | 4.6
COc1ccc(S(=O)(=O)N2CCN(C(=O)C3CC(=O)N(c4ccccc4F)C3)CC2)cc1OC (stereo unspecified) | -1.8
O=C1c2ccccc2-c2n[nH]c3cccc1c23 | 0.2
Cc1nc(N)nc(N)c1Oc1ccc(Cl)cc1 | 5.4
O=C(O)CCC(=O)c1ccc2sc3ccccc3c2c1 | 2.9
O=C(COC(=O)c1ccc(F)cc1Cl)NCc1ccco1 | 2.2
Cc1cc(-c2cc(C)c(N)cc2C)c(C)cc1N | 3.4
O=[N+]([O-])c1ccc(NN=CCCc2ccccc2)nc1 | 2.9
COc1ccc(Br)cc1CN(C)C(=O)c1ccccc1SCC(=O)N1CCCC1 | 3.1
O=C(CN1C(=O)CSc2ccc(S(=O)(=O)N3CCCCCC3)cc21)NCCc1ccccc1 | -1.4
CC(=O)N1CCC(C(=O)Nc2ccc(S(=O)(=O)N3CCCC(C)C3)cc2)CC1 (stereo unspecified) | -1.4
CC(=O)Nc1cccc(OCCCOc2cccc([N+](=O)[O-])c2)c1 | -1.8
CCOC(=O)c1[nH]c2c(OCC)nc(OCC)nc2c1Br | -0.6
N#CCCN1CCN(CCC#N)C1=S | -1.7
CC(=O)OCC1OC(n2c(S)c(C#N)c(-c3ccccc3)c(C#N)c2=O)C(OC(C)=O)C(OC(C)=O)C1OC(C)=O (stereo unspecified) | -3.3
O=c1cc(Cl)nc2ccccn12 | -5.4
O=C(NCCO)c1c(-c2ccc3c(c2)OCO3)noc1-c1ccsc1 | 3.9
O=C(CSc1ccc2c(c1)OCCO2)N1CCN(c2ccccc2O)CC1 | -0.5
CCN1C(=O)[C@H]2[C@H]3CN=C(SCc4ccc(C#N)cc4)N3[C@@](C)(C(=O)OC)[C@H]2C1=O | 1.9
COC(=O)C(C(=O)OC)C(CC(=O)c1ccc(Br)cc1)c1ccccc1 (stereo unspecified) | 7.5
COc1ccc(C2CC(=O)Oc3c(C(C)C)ccc(C)c32)cc1 (stereo unspecified) | 3.0
COc1cc(S(=O)(=O)Nc2ccccc2C(=O)N2CCCC2)ccc1NC(C)=O | -0.3
CCN1C[C@@H]2[C@@H]3C(=O)N(C)C(=O)[C@@H]3[C@](CC)(C1=O)N2C(=O)c1ccc(C)cc1 | 1.9
c1ccc(Oc2ccccn2)cc1 | -0.9
O=C1c2ccccc2CCc2ccccc21 | 4.8
CN1OC[C@@H]2CN(C(=O)C(C)(C)C)[C@H](c3cccc(N4CCOCC4)c3)C[C@@H]21 | 5.0
CCC(NCc1cccnc1)c1ccc(OC)c(OC)c1 (stereo unspecified) | 7.5
O=[N+]([O-])c1ccc2c(c1)-c1ccccc1C2=NO | 0.2
Following part.
SMILES | IDE act
CCOC(=O)C1=C(C)c2ccccc2OC1(C)C(=O)OCC (stereo unspecified) | 5.5
CCN(CC(=O)Nc1ccc(Br)cc1)CC(=O)Nc1cc(C)on1 | 3.9
O=C(C=Cc1ccccc1O)c1ccccc1O | 0.6
CCCCN(C(=O)C1CC(=O)N(CCc2ccc(OC)c(OC)c2)C1)c1c(N)n(CC(C)C)c(=O)[nH]c1=O (stereo unspecified) | 2.5
Cc1nc(Cc2ccccc2)sc1CC#N | 4.2
COc1cccc(NC(=O)CN(C)C(=O)CCN2C(=O)C3CC=CCC3C2=O)c1 (stereo unspecified) | 6.4
CCN1C(=O)[C@H]2[C@H]3CN=C(SCc4ccc(C#N)cc4)N3[C@@](CC)(C(=O)OC)[C@H]2C1=O | 3.0
Cc1ccc(NC(=O)CCN2CCN(CCO)CC2)cc1 | 3.2
O=c1c([N+](=O)[O-])cn(Cc2ccccc2)c(=O)n1Cc1ccccc1 | -4.4
O=C(CSc1ccc(Br)cc1)Nc1cccc(S(=O)(=O)N2CCOCC2)c1 | -1.4
COc1ccc(NC(=O)COc2cccc3c2CCNC3=O)cc1 | 4.7
COC(=O)[C@H](C)N(Cc1ccc(Cl)c(Cl)c1)S(=O)(=O)CCNC1CCCC1 | 4.0
COc1cc(/C=C/c2ccccc2)cc(OC)c1 | 5.2
Cc1ccc(S(=O)(=O)c2cc3c(=O)n4cccc(C)c4nc3n(CCc3ccccc3)c2=N)cc1C | 3.3
CCCCn1nc(C(=O)N(CC(C)C)c2c(N)n(CCCC)c(=O)[nH]c2=O)c2ccccc2c1=O | -3.6
CN(Nc1cccc(Cl)c1)c1cccc(Cl)c1 | 1.6
CC(O)(c1ccc(Cl)cc1)C(c1ccccc1)c1ccccn1 (stereo unspecified) | 2.9
CC[C@]12c3[nH]c4ccc(Cl)cc4c3CCN1C(=O)[C@@H](CC(=O)NCCCN(C)C)C[C@@H]2C(=O)N1CCN(C(=O)C2CC2)CC1 | -0.4
O=C(c1ccc(O)c(Br)c1)c1cc(Br)ccc1O | 0.2
c1ccc2c(c1)ccc1[nH]c3c(c12)CCCC3 | -6.1
CCN(C(=O)COC(=O)c1ccc(=O)n(Cc2ccccc2)n1)C1CCS(=O)(=O)C1 (stereo unspecified) | -0.4
O=C1C=CC(=O)N1c1ccc(Nc2ccccc2)cc1 | 0.0
CC1=CC(=O)Nc2cncnc2N1 | 4.0
C=CCOC1COC2C(OCC=C)COC12 (stereo unspecified) | 3.4
COC(=O)[C@H](Cc1ccccc1)NC(=O)Cn1cnc(C(=O)Nc2ccc(C)c(C)c2)n1 | 1.4
O=C(O)c1ccc([N+](=O)[O-])cc1 | 1.6
COc1ccc(NC(=O)COC(=O)CNC(=O)COc2ccccc2)cc1OC | 5.0
Nc1nc2ccc(Br)cc2o1 | 0.8
COC1=C(NCc2ccc3c(c2)OCO3)C(=O)C(OC)=C(NCc2ccc3c(c2)OCO3)C1=O | -4.2
O=C(c1ccc(Cl)c(S(=O)(=O)N2CCCC2)c1)N1CCN(Cc2ccccc2)CC1 | -1.7
CN(C(=O)c1ccccc1OCc1ccc(F)cc1)c1c(N)n(Cc2ccccc2)c(=O)[nH]c1=O | 1.9
CC(=O)OCC1OC(n2c(-c3ccc(Cl)cc3)ccc(C#N)c2=S)C(OC(C)=O)C(OC(C)=O)C1OC(C)=O (stereo unspecified) | 0.7
O=C(NCCC(=O)N1O[C@@H]2C=C[C@H]1C2)OCC1c2ccccc2-c2ccccc21 | 3.8
COc1ccc(C2CC(=O)Oc3cc(C)c(Cl)cc32)cc1 (stereo unspecified) | 0.0
CC(C)[C@H](NC(=O)c1cccc(S(=O)(=O)N2CCOCC2)c1)C(=O)OCC(=O)Nc1cccc(Br)c1 | 2.8
CCC(=O)c1ccc(OCC(=O)OCC(=O)Nc2cccc(S(=O)(=O)N3CCOCC3)c2)cc1 | 6.7
CC(C)Oc1ccc(S(=O)(=O)N2CCOCC2)cc1NC(=O)c1cccc(S(=O)(=O)N2CCCC2)c1 | -0.1
CN(C(=O)c1cccc(NC(=O)Cc2ccc(NC(=O)C3CCCN(S(=O)(=O)c4cccc([N+](=O)[O-])c4)C3)cc2)c1)C1CCCCC1 (stereo unspecified) | 6.1
CCOC(=O)C1C(=O)C(=O)N(Cc2ccccc2)C1C(=O)OCC (stereo unspecified) | -1.9

Look-ups from the entries so far.
Cn1ccc2cc(OCc3ccccc3)ccc21 in IDE act shows 3.7
c1ccc(Oc2ccccn2)cc1 in IDE act shows -0.9
O=C(O)CCC(=O)c1ccc2sc3ccccc3c2c1 in IDE act shows 2.9
CCN(CC(=O)NCc1ccc(F)cc1)C(=O)C1CCN(S(=O)(=O)c2ccc(C(C)C)cc2)CC1 in IDE act shows 6.1
COc1cc(/C=C/c2ccccc2)cc(OC)c1 in IDE act shows 5.2

Compound activity as filed in PubChem BioAssay.
